Screens from PubChem BioAssay.
All columns: NCI-60 one-dose screen, growth in % after 48 h at 10 µM unless noted; 100 = growth as untreated, 0 = no growth, -100 = all killed.
MDA-MB-468: MDA-MB-468 breast cancer; hit rate 8.5% among 78,000
MCF7: MCF7 breast cancer | AID 1794796 | hit rate 6.3% among 82,000
T-47D: T-47D breast cancer; hit rate 5% among 79,000
SR: SR leukemia cells; hit rate 8.7% among 73,000
HS 578T: HS 578T breast cancer; hit rate 4.1% among 78,000; AID 1794788
BT-549: BT-549 breast cancer. hit rate 4.4% among 78,000. AID 1794793
K-562: K-562 leukemia. hit rate 7.4% among 78,000. AID 1794777
MDA-MB-231: MDA-MB-231 breast cancer | hit rate 5% among 81,000 | AID 1794789
An asterisk follows results filed as active; . = no result given. Rule for the calls: active = growth percent below 10; inactive = the rest.

SMILES	MDA-MB-468	MCF7	T-47D	SR	HS 578T	BT-549	K-562	MDA-MB-231
Cc1sc2nc(NCCc3c[nH]c4ccc(F)cc34)[nH]c(=O)c2c1C	116	98	93	65	93	99	76	104
CC1(C)CC[C@]2(C(=O)O)CC[C@]3(C)C(=CC[C@@H]4[C@@]5(C)Cc6c([nH]c7ccccc67)C(C)(C)[C@@H]5CC[C@]43C)[C@@H]2C1	53	19	49	41	75	61	29	65
COc1cc(C#N)cc2[nH]c(=O)oc12	.	101	101	120	99	97	123	.
O=c1c(Br)ccc(Br)cc1Br	-66*	-23*	-44*	.	43	98	-12*	-3.6*
COc1cc2ncnc(Nc3ccc(F)c(Cl)c3)c2cc1OCC(=O)N1CCOCC1	-16*	84	53	89	97	99	88	108
S=C(Nc1ccccc1)Nc1ccc(Nc2ncnc3sc4c(c23)CCNC4)cc1	114	85	83	92	.	100	96	90
N#Cc1cccc(-c2nc(N)nc(Nc3ccccc3SSc3ccccc3Nc3nc(N)nc(-c4cccc(C#N)c4)n3)n2)c1	98	76	83	45	92	.	73	77
O=S(=O)(Nc1ccc(I)cc1Cl)c1ccc(-c2cnc(C3CC3)o2)cc1	20	23	32	34	17	35	20	58
C[C@@H]1CN(c2cccnc2F)C(=O)c2cc(COc3ccc(Cl)cn3)nn21	94	94	111	96	116	107	104	101
O=C(CN(CC(=O)c1ccccc1)Cc1ccccc1)c1ccccc1	102	84	64	63	96	88	90	90
CC(C)Cc1ccc(C[N+]23CN4CN(CN(C4)C2)C3)cc1	96	96	90	88	113	101	96	113
C#CCOc1cc(N(CC)CC)ccc1C(C(=O)NC(C)(C)C)N(C(=O)C1CCc2cc(F)ccc2O1)c1cc(C)cc(C)c1 (configuration not stated)	24	15	19	20	54	43	16	47
O=[N+]([O-])c1csc2ccccc12	111	93	108	104	116	105	115	95
O=C1c2ccccc2C(=O)c2c(N=Nc3[nH]c(=O)[nH]c3O)cccc21	94	73	99	79	89	95	102	101
CCC12C=C(c3ccccc3)C(C3C(=O)N(c4ccccc4)C(=O)C31)C1C(=O)N(c3ccccc3)C(=O)C12 (configuration not stated)	90	89	76	96	91	93	92	82
O=C1NC(=O)C(=Cc2cn(Cc3cn(Cc4cccc5ccccc45)nn3)c3ccccc23)C(=O)N1	14	76	64	.	82	.	70	84
Cc1ccc(-c2cn(CC(=O)Nc3ccc4c(ccn4Cc4ccccc4)c3)nn2)cc1	102	94	114	107	105	114	109	112
COc1ccc([N+](=O)[O-])c(C)n1	112	97	104	.	113	114	109	103
Cc1oc(-c2ccccc2)nc1CNC1CCCCCC1	59	89	82	77	89	96	75	100
CCCC(OC(=O)CC)c1ccc(Cl)cc1 (configuration not stated)	118	96	98	74	108	.	106	118
CCCO/N=C/c1cccc(C)n1	107	112	108	113	94	108	118	110
CCOC(=O)c1nnc2cc(-c3ccccc3)nn2c1-c1ccccc1	99	86	89	.	103	111	105	99
O=C1O/C(=C\c2ccccc2)c2c(Br)c(Br)c(Br)c(Br)c21	105	110	80	96	89	115	121	95
O=C(Nc1nn(-c2c(Cl)cc(Cl)cc2Cl)nc1-c1ccccc1)c1ccccc1	.	96	89	119	108	103	97	97
O=C1C(N2CCOCC2)=C(I)C(=O)c2ncccc21	42	41	54	19	65	87	4.5*	87
CCCC1CCCCN1C(=O)OCC(C)C (configuration not stated)	97	100	104	.	102	114	103	109
CC1/C=C/C=C/CC/C=C/C=C/C=C/C=C/C(OC2OC(C)C(O)C(N)C2O)CC2OC(CC(O)C(O)CCC(O)CC(O)CC(O)CC(=O)OC(C)C(C)C1O)CC(O)C2C(=O)O (configuration not stated)	.	99	101	92	.	105	88	107
Cc1ccc(S(=O)(=O)NCCNc2nccc(-c3c(-c4ccc(O)cc4)nc4sccn34)n2)cc1	85	94	85	.	106	106	82	98
c1ccc(C2OCCO2)nc1	94	97	97	92	101	101	102	101
CN1CCN(Cc2ccc(NC(=O)c3cncc(C#Cc4cnc(N)nc4)c3)cc2C(F)(F)F)CC1	36	28	19	16	-12*	38	5.9*	-7.3*
COc1ccc(-c2nc3ncccn3c2/C=C/C(=O)c2cc(OC)c(OC)c(OC)c2)cc1	.	3.2*	18	-2.4*	.	16	6.8*	21
N#Cc1ccccc1-c1ccc(CN2C(=O)S/C(=C\c3ccccc3)C2=O)cc1	106	102	85	93	100	106	99	97
OCCN1CCNCC1	105	92	101	100	101	105	98	103
Cn1c(=O)c2c(nc(NCCc3ccc(O)c(O)c3)n2CCc2ccccc2)n(C)c1=O	58	93	72	89	97	92	79	93
COc1ccc2nc3ccccc3c(NCc3ccc(F)cc3)c2c1	-24*	-28*	36	-1.1*	26	35	1.9*	17
N#Cc1n[nH]n2c1nc(=O)c1sc3c(c12)CCCC3	97	97	91	125	101	97	111	109
Cn1cnc2c(SCc3ccccc3)ncnc21	102	98	105	112	123	78	120	98
OCC1Cc2ccccc2C1	105	97	121	96	102	108	.	116
O=C(CCN1C(=O)c2ccccc2C1=O)c1ccccc1	99	91	93	100	105	127	93	120
COc1ccc(CN2CC3CC3(COc3ccc(C)c(F)c3)C2)cc1F (configuration not stated)	110	77	98	93	100	113	92	109
COc1ccc(C(=O)C(CN(C)C)CN(C)C)cc1	-66*	14	9.0*	-46*	83	112	-19*	104
COc1ccccc1Cn1cc2c(c1)-c1oncc1CC2	6.7*	13	52	16	8.9*	67	16	17
CCOc1ccc(NC(=O)c2ccc[n+](CCc3ccccc3)c2)cc1	99	107	96	88	108	108	98	100
CCCOC(=O)c1ccc(O)c(OC)c1	97	91	95	90	94	91	98	110
CCCCCCC1=C(P(=O)(O)OCC)N[C@H](C(=O)O)CS1	80	89	92	93	96	102	94	93
CCN(CC)C(=O)C1CCN(C)CC1	115	97	92	105	97	98	104	101
CCCC(=O)N(Cc1ccccc1)Cc1ccccc1	104	90	102	97	96	100	101	103
CCN(CC)CCC(CNc1ccnc2cc(Cl)ccc12)c1ccccc1 (configuration not stated)	-36*	26	71	21	47	.	2.5*	43
O=c1[nH]c2ccccc2cc1-c1nc2ccccc2[nH]1	58	45	53	48	58	85	49	71
CCn1c(SCC(=O)c2ccc(OC)cc2)nnc1-c1ccncc1	116	92	110	101	103	111	96	107
ClCc1cccc(CSc2ncnc3nc[nH]c23)c1	77	87	89	.	96	58	36	99
CC(=O)NC1=C(C#N)C(c2ccccc2)c2c(ccc3ccccc23)O1 (configuration not stated)	87	97	102	93	94	83	82	78
CCCNCCC(C)=O	127	106	99	.	90	106	99	113
O=C(NC(=S)n1oc(=O)c2ccccc21)c1ccccc1	101	86	92	102	102	103	96	91
Cc1nc(Nc2nc3ccccc3s2)[nH]c(=O)c1CCO	.	87	74	.	105	120	104	89
COc1cc2c(cc1OC)C1(NCC2)C(=O)N(Cc2ccc(Br)cc2)c2ccccc21 (configuration not stated)	64	84	73	62	88	104	55	80
Nc1n[nH]c(CC(=O)NCCc2ccccc2)n1	122	98	106	95	.	105	98	110
N#Cc1cnc2nc1NCCCCCCC2	97	104	107	113	94	94	113	109
CCCCOCCOCCN	93	102	99	92	96	99	110	105
O=C(CCCCCCCC(=O)Nc1cccc(C2=NCCN2)c1)Nc1cccc(C2=NCCN2)c1	99	90	105	96	99	119	98	99
Following part
SMILES	MDA-MB-468	MCF7	T-47D	SR	HS 578T	BT-549	K-562	MDA-MB-231
C=CCc1cc(OC)c(OC)c(OC)c1	91	113	108	107	103	96	105	99
N#CC1=C(O)C(=O)/C(=C(\O)c2ccccc2)C1c1ccccc1 (configuration not stated)	103	93	123	95	103	.	96	97
CNC(=S)NNC(=O)Cn1nc(-c2ccccc2)ccc1=O	110	92	102	100	109	118	97	102
CC(C)N(C(=S)SSC(=S)N(C(C)C)C(C)C)C(C)C	110	90	87	105	106	107	73	119
COc1ccc(-c2nc(SCC(C)C)nc(N/N=C(/C)c3ccc(OC)c(OC)c3)c2C#N)cc1	92	81	55	71	76	98	70	75
Cc1ccc(C)c(O)c1	.	106	83	95	.	101	110	109
CC(C)(C)c1cc(-n2c(-c3cc4ccccc4[nH]c3=O)nc3cc(C(=O)N4CCOCC4)ccc32)n[nH]1	95	96	92	95	92	98	102	117
CCNC(=O)Nc1ccc(OC2CCNCC2)c(NC(=O)c2[nH]c(C)c(Cl)c2Cl)c1	91	95	76	99	104	110	104	78
C=C(C[C@@](O)(C(=O)Oc1ccccc1)C(=O)C1CCCCC1)c1ccccc1	85	100	96	103	106	105	107	100
COc1cc(/C=C/C(=O)c2ccc(F)cc2)ccc1Oc1nc(Nc2ccc(F)cc2)nc(N(C)C)n1	28	17	29	4.1*	59	89	26	59
Cc1cc(C)cc(OCC(=O)O)c1	131	98	97	.	105	98	93	106
O=C(O)/C=C/C(=O)Nc1ccc2c(c1)Cc1cc(Br)ccc1-2	108	85	79	90	103	109	92	106
O=Cc1ccc(CN2C(=O)c3ccccc3C2=O)o1	104	95	103	85	128	97	98	108
ClCCCOCc1ccccc1	111	99	95	86	126	.	91	108
COc1ccc(-c2cc(-c3cc(OC)ccc3OC)nc(SCc3ccccc3)c2C#N)cc1	87	88	88	85	104	99	110	96
CCOC(=O)Cn1c(=O)cc(N)n1S(=O)(=O)c1ccccc1	97	96	.	94	98	103	102	107
COc1cc(C(=C2O[C@@H]([C@H](O)CO)[C@H]3OC(C)(C)O[C@@H]23)c2cc(OC)c(OC)c(OC)c2)cc(OC)c1OC	103	103	97	96	.	106	98	94
Cn1ncc2c(N(CCO)CCO)ncnc21	96	97	90	81	110	.	98	115
CC(C)OC(=S)Nc1ccccc1	108	97	100	104	106	105	99	102
C#CCC1(c2ccco2)NS(=O)(=O)c2ccccc21 (configuration not stated)	101	94	89	103	104	108	96	99

Reformatted: results already given
Value order – MDA-MB-468 | MCF7 | T-47D | SR | HS 578T | BT-549 | K-562 | MDA-MB-231
N#CC1=C(O)C(=O)/C(=C(\O)c2ccccc2)C1c1ccccc1 (configuration not stated)
 : 103 | 93 | 123 | 95 | 103 | . | 96 | 97
CNC(=S)NNC(=O)Cn1nc(-c2ccccc2)ccc1=O
 : 110 | 92 | 102 | 100 | 109 | 118 | 97 | 102
CC(C)N(C(=S)SSC(=S)N(C(C)C)C(C)C)C(C)C
 : 110 | 90 | 87 | 105 | 106 | 107 | 73 | 119
COc1ccc(-c2nc(SCC(C)C)nc(N/N=C(/C)c3ccc(OC)c(OC)c3)c2C#N)cc1
 : 92 | 81 | 55 | 71 | 76 | 98 | 70 | 75
Cc1ccc(C)c(O)c1
 : . | 106 | 83 | 95 | . | 101 | 110 | 109
CC(C)(C)c1cc(-n2c(-c3cc4ccccc4[nH]c3=O)nc3cc(C(=O)N4CCOCC4)ccc32)n[nH]1
 : 95 | 96 | 92 | 95 | 92 | 98 | 102 | 117

(cont.)
SMILES	MDA-MB-468	MCF7	T-47D	SR	HS 578T	BT-549	K-562	MDA-MB-231
CCCS(=O)(=O)c1ncnc2nc[nH]c12	109	94	87	93	97	97	111	111
N#C/C(=C\c1ccc(-c2cccc(Cl)c2)o1)C(=O)Nc1ncc(Cc2ccc(Cl)cc2)s1	47	54	21	30	24	73	81	34
c1ccc([P+](CCC[P+](c2ccccc2)(c2ccccc2)c2ccccc2)(c2ccccc2)c2ccccc2)cc1	24	59	45	.	95	76	23	94
Cc1cc(C)c2c(c1)OCN(Cc1ccccc1Cl)C2	105	100	100	98	98	114	95	104
CC(=O)c1cc(C(=O)c2ccccc2)n2c(C)cccc12	153	98	74	78	89	93	105	88
O=C(Nc1nc2ccccc2[nH]1)C(=O)Nc1nc2ccccc2[nH]1	103	84	95	90	105	108	94	91
C/C(=N\Nc1ccc2ccccc2n1)c1ccccn1	-36*	8.3*	20	6.2*	49	20	2.4*	-5.2*
COC(=O)c1cc(Br)cc(Br)c1N	109	98	106	120	110	104	124	98
CCOC(=O)C1(C)C(=O)CC2c3nc4ccccc4cc3CN2C1=O (configuration not stated)	100	97	91	102	100	102	88	100
CC(C)N1CN2C(=O)N(C)C3NC(=S)N(C1)C32 (configuration not stated)	97	89	93	88	102	121	92	109
CS(=O)(=O)c1nccc(-c2c(-c3cccc(O)c3)nc3sccn23)n1	60	86	99	72	93	113	101	74
Cc1ccc(-c2nc(N3CCN(C(=O)Nc4ccc(Cl)c(C(F)(F)F)c4)CC3)c3ccccc3n2)cc1	77	62	70	75	82	94	45	61
CN(C)C(=O)Nc1nc2cc(Cl)c(Cl)cc2[nH]1	-13*	15	52	.	51	39	-10*	46
Nc1cccc([N+](=O)[O-])c1N	96	96	102	86	94	.	96	86
Cc1cc(O)c(C(C)C)cc1NC(=O)Nc1ccc(Br)cc1	101	104	102	.	110	91	.	90
CCN(CC)CCNc1ccc(CO)c2oc3ccccc3c(=O)c12	70	76	111	56	113	102	106	106
CCCCOC(=O)N1CCCCC1C (configuration not stated)	99	101	100	.	120	95	107	107
CCCCCCCCNC=O	117	98	98	104	106	111	97	118
CCC(=O)N1CCN(c2ccc(NC(=O)COc3ccc(Cl)c(C)c3)cc2)CC1	85	84	80	84	79	92	80	108

A run of entries from the list above:
SMILES	MDA-MB-468	MCF7	T-47D	SR	HS 578T	BT-549	K-562	MDA-MB-231
C/C(=N\Nc1ccc2ccccc2n1)c1ccccn1	-36*	8.3*	20	6.2*	49	20	2.4*	-5.2*
COC(=O)c1cc(Br)cc(Br)c1N	109	98	106	120	110	104	124	98
CCOC(=O)C1(C)C(=O)CC2c3nc4ccccc4cc3CN2C1=O (configuration not stated)	100	97	91	102	100	102	88	100
CC(C)N1CN2C(=O)N(C)C3NC(=S)N(C1)C32 (configuration not stated)	97	89	93	88	102	121	92	109
